PriA SSB inh = inhibitors of Klebsiella pneumoniae PriA binding to SSB C-terminal tail; AlphaScreen SSBct-PriA binding, biotinylated peptide; inhibition, % at 33 µM; hit rate 0.6% among 430,000; AID 1272365; in the data active = inhibition mostly above about 37%, no sharp cut-off; inactive = mostly below about 20%;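 note: plate controls were negative control peptide for no effect and reference peptide for full effect; strong numbers were not always called active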
CCHF vOTU inh = blocks the CCHF virus ovarian tumor domain protease; CCHFV vOTU protease, Pep-AMC fluorescence; inhibition, % at 11.5 µM; hit rate 0.55% among 370,000; in the data active = inhibition above about 30%; note: 0% = vehicle wells with enzyme and 100% = no enzyme wells
MazEF act = activators of E. coli MazEF toxin-antitoxin RNase; P0AE70; FAM/BHQ RNA-DNA oligo cleavage fluorescence, 5 h; activation, % at 20 µM; hit rate 0.32% among 350,000; in the data active = activation above about 50%
Target sequence (P0AE70 whole entry, looked up): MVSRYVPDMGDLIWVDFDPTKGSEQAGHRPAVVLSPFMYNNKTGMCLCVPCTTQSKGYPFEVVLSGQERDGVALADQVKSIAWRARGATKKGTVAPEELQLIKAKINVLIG
TcdB GH inh = inhibitors of Clostridioides difficile toxin B glycohydrolase; hit rate 0.24% among 350,000; inhibition, % at 9.99 µM; TcdB glycohydrolase enzymatic assay, plate reader; in the data active = inhibition above about 10%
PrPC surface inh = reduces human prion protein on the cell surface; hit rate 0.43% among 370,000; AID 720596; cell surface PrPC, TR-FRET read-out; inhibition, % at 13.8 µM; P04156; in the data active = inhibition above about 24%; note: 0% = median of the test wells and 100% = reference compound wells
Yp Topo-I inh = inhibitors of Yersinia pestis topoisomerase I; Y. pestis Topo-I cleavage product accumulation, plate reader; AID 504884; activity, % at 10 µM; hit rate 0.064% among 360,000; in the data active = activity above about 50%, passing the limit was not always enough; note: inactives centre near 2
Vc quorum ag = quorum light induction in luxS cqsA deficient V. cholerae; V. cholerae BH1578 lux reporter, luminescence, 6 h; activation, % at 18.7 µM; hit rate 0.16% among 350,000; AID 588436; in the data active = activation mostly above about 9.7%, no sharp cut-off; note: not every result past the cut was called active; inactives centre near 0; reference of the scale not given here
3CLpro inhibitor = SARS-CoV 3CLpro protease inhibition; inhibition, % at 6 µM; hit rate 0.14% among 290,000; P0C6X7; recombinant SARS-CoV 3CLpro, quenched FRET peptide cleavage; in the data active = inhibition above about 12%
DUSP3 inh = DUSP3 (human) phosphatase inhibition | P51452 | recombinant VHR phosphatase, pNPP absorbance | inhibition, % at 13.3 µM | hit rate 0.52% among 290,000 | AID 1654; in the data active = inhibition above about 50%; note: some compounds called inactive have numbers as strong as hits
Target sequence (P51452 whole entry, looked up): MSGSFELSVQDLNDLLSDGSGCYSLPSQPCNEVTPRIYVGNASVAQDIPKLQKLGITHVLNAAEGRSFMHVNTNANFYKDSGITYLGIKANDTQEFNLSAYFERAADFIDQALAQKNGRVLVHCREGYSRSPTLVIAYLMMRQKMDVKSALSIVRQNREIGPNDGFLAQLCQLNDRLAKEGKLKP
Rv3671c inh = Rv3671c (M. tuberculosis) protease inhibition; P9WHR9; inhibition, % at 5.96 µM; hit rate 0.048% among 320,000; AID 2606; in the data active = inhibition above about 38%;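 note: extracellular domain of Rv3671c used as enzyme; 0% = enzyme with DMSO and 100% = no enzyme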
Target sequence (P9WHR9 whole entry, looked up, the tested form may be a part): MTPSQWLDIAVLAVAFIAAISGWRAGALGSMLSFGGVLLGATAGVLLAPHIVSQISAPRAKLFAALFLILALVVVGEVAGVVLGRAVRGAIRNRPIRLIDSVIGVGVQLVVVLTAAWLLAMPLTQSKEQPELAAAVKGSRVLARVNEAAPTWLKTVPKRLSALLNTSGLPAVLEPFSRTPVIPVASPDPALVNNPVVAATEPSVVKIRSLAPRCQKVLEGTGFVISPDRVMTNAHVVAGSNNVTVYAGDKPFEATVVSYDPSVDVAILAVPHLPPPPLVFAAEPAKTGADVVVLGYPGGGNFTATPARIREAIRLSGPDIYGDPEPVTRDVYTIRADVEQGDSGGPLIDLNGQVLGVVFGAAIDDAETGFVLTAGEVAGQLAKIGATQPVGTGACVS
Active calls of the source: *; i = inactive; · = not tested or not shown; + = active, no number.

Sequence of screens: PriA SSB inh	CCHF vOTU inh	MazEF act	TcdB GH inh	PrPC surface inh	Yp Topo-I inh	Vc quorum ag	3CLpro inhibitor	DUSP3 inh	Rv3671c inh
COc1ccc(CC(=O)Oc2ccccc2C)cc1
  -57	-10	1	0.9	0	6	-0.2	3	-11	12
C1CNC2NCCNC2N1 (stereo unspecified)
  -8	-2	8	·	1	-6	-2.9	-1	21	·
COC(=O)c1cccc(OCC(O)Cn2ccnc2)c1 (stereo unspecified)
  -12	6	-4	·	5	0	0.9	-1	21	-8
COCCNC(=O)c1cc(C)ccc1C
  1	-8	5	2.1	5	-7	-0.2	4	23	14
CCCSc1nnc(NC(=O)Nc2ccccc2OC)s1
  -13	0	4	-1.2	8	-4	i	-1	2	-4
O=C(c1csc2c1CCCC2)N1CCN(c2ccc(F)cc2)CC1
  14	-1	53*	·	8	1	-17	3	4	4
COc1ccccc1CN1CCNC(=O)C1CC(=O)NCc1cn(C)nc1C (stereo unspecified)
  -1	-9	-1	1.5	-4	-3	-0.3	2	-18	1
Cc1[nH]c2ccccc2c1N=Nc1cc(C(=O)O)cc(C(=O)O)c1
  -17	8	-21	1.6	-6	5	i	4	-3	1
Cc1cccc2sc(NC(=O)CSc3nc4ccccc4o3)nc12
  -10	4	24	·	-3	2	i	4	-8	-6
O=C(NCCNc1ccccc1[N+](=O)[O-])c1ccccc1F
  6	-4	7	1.6	-24	0	-0.5	-3	-4	0
COc1cc(/C=C(\C#N)C(=O)Nc2ccc(SC(F)F)cc2)cc(OC)c1OC
  -1	1	2	·	0	7	-0.3	4	-4	-12
CCC(C)NC(=O)[C@H](CSCc1ccccc1)N1Cc2ccccc2C1=O (stereo partly specified)
  -6	-2	8	-0.2	5	0	-0.4	-1	-4	-8
COCCNC(=S)c1ccc(OC)cc1
  -12	1	2	·	-2	1	-0.4	-4	5	0
COc1ccc(N(CC(=O)NC2CCCC2)C(=O)c2ccc(C)s2)c(OC)c1
  14	-3	1	0.6	3	11	i	-6	-3	3
CCCn1c(N)c(N(CCOC)C(=O)c2ccc(Cl)c([N+](=O)[O-])c2)c(=O)[nH]c1=O
  4	-2	4	-0.3	-2	3	-3.6	-1	12	-1

4 of the compounds above, with bars between the fields.
mol | PriA SSB inh | CCHF vOTU inh | MazEF act | TcdB GH inh | PrPC surface inh | Yp Topo-I inh | Vc quorum ag | 3CLpro inhibitor | DUSP3 inh | Rv3671c inh
COc1ccc(CC(=O)Oc2ccccc2C)cc1 | -57 | -10 | 1 | 0.9 | 0 | 6 | -0.2 | 3 | -11 | 12
C1CNC2NCCNC2N1 (stereo unspecified) | -8 | -2 | 8 | · | 1 | -6 | -2.9 | -1 | 21 | ·
COC(=O)c1cccc(OCC(O)Cn2ccnc2)c1 (stereo unspecified) | -12 | 6 | -4 | · | 5 | 0 | 0.9 | -1 | 21 | -8
COCCNC(=O)c1cc(C)ccc1C | 1 | -8 | 5 | 2.1 | 5 | -7 | -0.2 | 4 | 23 | 14

Next section
Sequence of screens: PriA SSB inh	CCHF vOTU inh	MazEF act	TcdB GH inh	PrPC surface inh	Yp Topo-I inh	Vc quorum ag	3CLpro inhibitor	DUSP3 inh	Rv3671c inh
CN(C)CCCN1C(=O)c2cccc3c([N+](=O)[O-])ccc(c23)C1=O
  2	4	7	·	-32	-16	-0.3	-3	17	-1
O=C(NNC(=O)c1ccccc1[N+](=O)[O-])c1cccs1
  -6	2	4	0.8	-1	-11	-0.3	1	-15	2
COC(=O)c1ccc(NC(=O)COc2ccc(N(C)S(=O)(=O)c3ccc(C)cc3)cc2)cc1
  -12	7	-10	0.3	-3	20	i	·	·	-29
COc1cc(C(=O)NN(CCC#N)C2=NS(=O)(=O)c3ccccc32)cc(OC)c1OC
  -15	-1	4	0.8	3	-3	i	-4	12	-3
COc1ccc(NC(=O)c2cc(S(=O)(=O)N3CCOCC3)ccc2C)cc1S(=O)(=O)N1CCCCC1
  1	-2	7	1.0	6	10	-0.6	·	·	·
COc1ccc(S(=O)(=O)N2CCOCC2)cc1NC(=O)COc1ncnc2ccccc12
  -12	-14	4	·	1	-8	-0.5	-2	-3	-3
Cc1cc(C)n(-c2ccc(C(F)(F)F)cc2[N+](=O)[O-])n1
  -11	8	7	1.1	5	-4	-0.2	3	8	5
Cc1ccc(NC(=O)c2nc[nH]c2C(=O)N[C@@H](CCCCNC(=O)OC(C)(C)C)C(=O)OC(C)(C)C)cc1
  -7	27	2	0.7	4	9	i	·	-1	-30
C/C(=N\Nc1nc2ccccc2c(=O)n1O)c1ccco1
  ·	3	13	-4.6	-5	-6	i	4	-4	9
Cc1ccc(S(=O)(=O)N2CCC(=O)CC2c2ccccc2)cc1 (stereo unspecified)
  -12	4	7	1.8	-7	-2	1.1	·	·	·
CN(Cc1nc2ccccc2c(=O)[nH]1)C(=O)c1cc(C2CC2)nn1-c1ccccc1
  -2	-14	3	0.5	-8	19	0.7	·	·	4
COc1ccc(C)cc1NC(=O)NCc1ccco1
  -4	6	9	-1.5	10	3	-0.2	5	40	1
O=C(C1=C[C@@H](c2csc3ccccc23)C[C@@H](OCCCCO)O1)N1CCN(Cc2ccc3c(c2)OCO3)CC1
  14	-5	7	0.8	-5	27	i	2	12	0
C[n+]1ccccc1/C=C/c1c(F)cccc1F
  -8	-9	38	-0.5	-6	-2	-0.6	0	17	·
CC(=O)NC(=S)Nc1ccc2oc(-c3cc(F)c(F)cc3Cl)nc2c1
  -1	-4	-17	-0.3	2	4	i	-1	18	15
O=S(=O)(c1cccc(-c2n[nH]c(=S)n2C2CCCC2)c1)N1CCOCC1
  -2	1	12	-0.5	10	4	-0.2	-1	15	9
CCN(C1CCCCC1)S(=O)(=O)c1ccc(S(=O)(=O)N2CCN(CCC#N)CC2)cc1
  -7	0	1	0.7	8	21	i	-3	19	-2
COc1ccc(C(=O)COC(=O)c2n[nH]c3ccccc23)c(OC)c1
  -13	4	1	3.2	-3	2	1.0	·	·	·
CCCCC(C)C(OC(=O)CC(CC(=O)O)C(=O)O)C(CC(C)CC(O)CCCCC(O)CC(O)C(C)N)OC(=O)CC(CC(=O)O)C(=O)O (stereo unspecified)
  -7	-4	-5	-2.3	-3	11	-0.5	2	4	-2
CCOc1cc(C(=O)Nc2ccc(S(=O)(=O)NC3=NCCCCC3)cc2)cc(OCC)c1OCC
  7	6	-1	0.9	2	21	-0.4	-2	-4	-11
Cc1cccc(C(=O)N2CCC(=O)N(C(COCc3ccc(Cl)cc3)Cc3ccccc3)CC2)c1 (stereo unspecified)
  -1	21	-5	0.5	9	22	-1.1	2	15	9
COc1ccccc1NC1=NC(C)(C)N=C(N)N1
  -6	-5	-1	·	3	-7	-0.4	-4	2	-6
O=C(c1cccc(S(=O)(=O)N2CCN(c3ccccc3)CC2)c1)N1CC=C(c2ccccc2)CC1
  -4	-14	-3	2.3	-1	42	i	-1	45	-15
CC(=O)c1ccc(N=C2C(=O)Nc3ccccc32)cc1
  -4	6	-2	1.5	-3	-7	i	-2	12	-7
O=C(C1=C(O)C(=O)N(CC2CCCO2)C1c1ccc(Cl)cc1Cl)c1ccco1 (stereo unspecified)
  2	9	-3	0.6	8	0	-0.3	2	27	-7
Cc1ccc(S(=O)(=O)N2CCCC(C(=O)NC3CCCC3)C2)cc1 (stereo unspecified)
  -3	2	3	2.4	-3	2	-0.2	3	16	-6
CCCC(=O)O[C@]1(C(=O)CO)CC[C@H]2[C@@H]3CCC4=CC(=O)CC[C@]4(C)[C@H]3[C@@H](O)C[C@@]21C
  -1	-6	9	0.9	2	-2	i	0	12	-3
O=C1c2ccccc2C(=O)N1/N=C/c1ccc(Oc2ccc([N+](=O)[O-])cn2)cc1
  ·	9	5	1.0	-5	3	i	4	12	1
COc1ccccc1NC(=O)CNC(c1ccccc1)c1ccccc1
  4	20	7	-3.4	10	40	-0.7	1	31	-7
CC(C)Oc1ccc(CCN=C(N)N=C(N)N)cc1Cl
  3	4	5	0.2	1	2	i	3	29	-9
O=C(O)Cc1cnc[nH]1
  5	11	8	-3.7	13	3	i	·	·	-5
CC(=O)c1cccc(S(=O)(=O)NCC(c2ccco2)N2CCCCC2)c1 (stereo unspecified)
  -2	0	-1	·	0	11	-1.7	1	25	-4
CC1CCCC(C)N1C(=O)COC(=O)c1ccc[nH]c1=O (stereo unspecified)
  -6	10	-10	·	-3	-1	i	2	5	2
CCN1CCN(c2ccc(S(=O)(=O)N3CCOCC3)cc2NC(=O)/C=C/c2ccc([N+](=O)[O-])cc2)CC1
  -2	-1	12	1.8	-23	-7	-3.7	·	·	-1
COc1ccc(OC)c(C2NC(=O)NC(C)=C2C(=O)OCc2ccccc2)c1 (stereo unspecified)
  2	-6	5	0.6	-4	-3	i	-3	8	4
O=C(COC(=O)c1cc(=O)c2ccccc2o1)NCC1CCCCC1
  1	6	-2	0.9	9	1	i	-2	12	-2
CCOC(=O)/C(C#N)=C\c1cc(OC)c(OC)cc1[N+](=O)[O-]
  -9	-6	5	-0.9	-4	12	0.1	0	10	-11
Cc1cc(C)cc(OCC(=O)N2N=C(C(F)(F)F)CC2(O)C(C)(C)C)c1 (stereo unspecified)
  49*	30*	1	·	3	40	i	5	-10	2
COCCn1c(SCC(=O)Nc2ccccc2F)nnc1-c1ccoc1C
  4	4	2	0.5	0	2	i	1	38	1
CC(=O)c1ccc(NC(=S)Nc2ccc3cn[nH]c3c2)cc1
  5	13	11	3.7	8	-1	-2.8	-2	16	-8
COc1ccc(C(c2sc3nc(C)nn3c2O)N2CCC3(CC2)OCCO3)cc1 (stereo unspecified)
  5	-5	-1	·	-2	-7	·	-2	7	2
O=C1OCCC1Sc1nnc(-c2ccco2)n1-c1ccccc1 (stereo unspecified)
  -9	5	2	-0.1	1	6	-1.2	2	16	0
COc1cccc(C2CC(=O)Nc3c2c(=O)[nH]c2ncnn32)c1 (stereo unspecified)
  -5	-2	4	2.1	-1	-3	-1.4	0	14	8
Cn1c(=S)c2[nH]c(SCCN3CCCC3)nc2n(C)c1=O
  -8	1	-1	2.2	13	-3	-0.6	2	31	4
CCCN(CCC)c1nc(NC2CCN(C(=O)OCC)CC2)nc(OC)n1
  -23	15	-6	·	2	7	i	-2	25	5
CCOc1ccc(CC(=NCCc2ccccc2)C2=C(O)CC(C)(C)CC2=O)cc1OCC
  -5	4	-5	·	-3	4	i	-1	8	-1
S=C1NCN(Cc2ccccc2)CN1C1CCCCC1
  -4	-2	-22	1.8	2	13	1.0	2	16	2
O=C(NCCCO)/C(=C/c1ccc(-c2cccc([N+](=O)[O-])c2)o1)NC(=O)c1ccccc1
  10	8	7	3.9	-37	6	1.4	2	1	5
O=C(C1CCN(Cc2ccccc2O)CC1)N1CCN(Cc2ccc3c(c2)OCO3)CC1
  4	-2	2	-0.9	-8	2	·	-3	8	7
CCOc1ccc(-c2nnc(-c3ccc(OC)cc3)o2)cc1
  -15	0	5	·	4	3	i	-1	0	1
O=C(Nc1ccc(Cl)c(Cl)c1)c1cccnc1
  -16	-10	-3	-0.5	9	-1	-0.6	-4	24	-4
COc1cc(/C=N/NC(=O)c2ccc(NC(=O)C3CCCCC3)cc2)ccc1O
  ·	15	9	1.6	-7	-4	i	-3	11	·
O=C(CCCSc1ccccc1)Nc1cccc(CO)c1
  0	19	7	-9.1	11	0	i	0	1	-2
NS(=O)(=O)c1cc2c(cc1Cl)NC(c1ccccc1OCC(=O)O)NS2(=O)=O (stereo unspecified)
  -3	10	-16	-0.1	8	1	-0.5	5	21	2
CN(N=Cc1ccc([N+](=O)[O-])cc1)c1ccccn1
  ·	12	+	0.0	1	-5	4.8	·	·	·
O=C(CSc1nc2scc(-c3cccs3)c2c(=O)n1CCc1ccccc1)N1CCCC1
  -12	-12	2	0.2	-1	1	-4.2	·	·	·
CSc1ccccc1NC(=O)C(=O)c1c[nH]c2ccccc12
  2	12	11	1.3	1	-13	3.3	6	14	-47

Source: PubChem BioAssay

This is a subset; the hit share may differ from the screen's.
